# DNA FID counter: fluorescent intercalator displacement, NS3 helicase counter-screen. DNA fluorescent intercalator displacement, fluorescence. inhibition, % at 7.9 µM. 290,000 tested, 0.17% active. AID 1845; in the data active = inhibition above about 37%;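 also: 0% = vehicle and 100% = reference compound; higher means more ethidium bromide displaced from hairpin DNA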
# VIM-2 inhibitor: inhibitors of Pseudomonas aeruginosa VIM-2 metallo-beta-lactamase; purified VIM-2, nitrocefin hydrolysis, epi-absorbance fluorescence; inhibition, % at 5.6 µM; 290,000 tested, 0.89% active;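 active = inhibition above the mean of all tested compounds plus 3 SD, cutoff set per screening run, cut at about 7.5% in these data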;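 also: red hydrolysis product quenches plate fluorescence so inhibitors raise well fluorescence; 0% = enzyme with DMSO and 100% = DMSO without enzyme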
# GPR7 antag: antagonists of human GPR7 (neuropeptides B/W receptor 1); GPR7-expressing cells, fluorescence antagonist assay; inhibition, % at 4.4 µM; 290,000 tested, 1.1% active; P48145; in the data active = inhibition above about 16%, passing the limit was not always enough;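 also: cells stimulated with the agonist NPW; 0% = agonist with vehicle and 100% = vehicle without agonist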
# Target sequence (P48145 whole entry, looked up): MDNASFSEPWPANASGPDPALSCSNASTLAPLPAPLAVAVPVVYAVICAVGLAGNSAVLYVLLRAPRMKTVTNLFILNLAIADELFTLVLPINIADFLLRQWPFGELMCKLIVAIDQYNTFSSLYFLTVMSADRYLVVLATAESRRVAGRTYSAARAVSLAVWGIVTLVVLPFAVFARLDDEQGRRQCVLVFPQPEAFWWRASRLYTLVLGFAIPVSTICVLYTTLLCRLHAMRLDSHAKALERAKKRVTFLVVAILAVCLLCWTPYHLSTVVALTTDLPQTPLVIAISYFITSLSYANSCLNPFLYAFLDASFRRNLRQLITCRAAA
# GalR3 antagonist: human GalR3 antagonism; O60755; HEK293 GalR3-CNG cAMP membrane potential fluorescence; galR3 body fused to GalR1 C-terminus; inhibition, % at 3 µM; 360,000 tested, 0.44% active; AID 651719;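 active = inhibition above the screen-wide average plus 3 SD, cut at about 13% in these data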;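 also: forskolin and galanin both at EC90 stimulate the cells; cAMP rise reported by CNG channel membrane potential dye signal; 0% = forskolin plus galanin with DMSO and 100% = forskolin alone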
# Target sequence (O60755 1-299 limits assumed): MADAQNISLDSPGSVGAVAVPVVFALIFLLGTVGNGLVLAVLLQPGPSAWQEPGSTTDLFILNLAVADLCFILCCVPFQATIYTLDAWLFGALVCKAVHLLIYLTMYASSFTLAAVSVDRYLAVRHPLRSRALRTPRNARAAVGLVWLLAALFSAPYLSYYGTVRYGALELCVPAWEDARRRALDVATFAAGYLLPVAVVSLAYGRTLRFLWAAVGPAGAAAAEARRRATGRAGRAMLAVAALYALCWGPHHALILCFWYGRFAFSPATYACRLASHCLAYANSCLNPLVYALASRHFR
# PHOSPHO1 block: blocks human PHOSPHO1 phosphatase activity; recombinant PHOSPHO1, absorbance phosphatase assay; inhibition, % at 13.3 µM; 290,000 tested, 1.1% active; in the data active = inhibition above about 60%
# Target sequence (Q8TCT1 whole entry, looked up): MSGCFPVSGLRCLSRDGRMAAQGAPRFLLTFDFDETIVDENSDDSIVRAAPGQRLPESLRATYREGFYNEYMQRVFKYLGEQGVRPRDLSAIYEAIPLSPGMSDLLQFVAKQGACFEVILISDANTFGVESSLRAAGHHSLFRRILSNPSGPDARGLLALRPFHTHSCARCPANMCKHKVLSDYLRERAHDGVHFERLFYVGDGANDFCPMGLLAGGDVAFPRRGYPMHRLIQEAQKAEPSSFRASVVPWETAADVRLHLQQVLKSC
# OXTR ag: agonists of human oxytocin receptor. P30559. CHO-OTR cells, Fluo-8 calcium fluorescence; normalized: DMSO 0%, oxytocin 100%. activation, % at 3 µM. 320,000 tested, 0.32% active;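 active = activation above the mean of all tested compounds plus 3 SD, cutoff set per screening run, cut at about 20% in these data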;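 also: peak over basal fluorescence ratio from a 100 s FLIPR kinetic read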
# V1R ag counter: V1a receptor agonism, counter-screen for OXTR agonists. P37288. CHO-V1R cells, Fluo-8 calcium fluorescence, agonist mode; 0% DMSO, 100% 3 nM vasopressin. activation, % at 3 µM. 320,000 tested, 0.25% active;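 active = activation above the mean activation of all tested compounds plus 3 SD, per screening run, cut at about 20% in these data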;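 also: signal is peak over basal fluorescence ratio across a 100 second FLIPR read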
# HCV NS3 hel inh: inhibitors of Hepatitis C virus NS3 helicase; inhibition, % at 10.9 µM; NS3 helicase DNA unwinding, Cy5 molecular beacon fluorescence; 290,000 tested, 0.56% active; AID 1800;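 active = inhibition above the mean of all tested compounds plus 3 SD, set per campaign, cut at about 35% in these data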;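 also: 0% = DMSO wells and 100% = thioflavine S control wells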
#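 Test system: hepatitis C virus NS3 helicase domain fragment enzyme. Also added: annealed dual-labelled DNA beacon duplex, ATP-started. Timing: 60 min unwinding reaction at 25 °C after ATP addition. Technique: Cy5 fluorescence. Measure: % inhibition of unwinding.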
# IMP-1 inh: inhibitors of Pseudomonas aeruginosa IMP-1 metallo-beta-lactamase. purified IMP-1, nitrocefin hydrolysis, epi-absorbance fluorescence. inhibition, % at 5.6 µM. AID 1556. 290,000 tested, 0.45% active;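 active = inhibition above the mean plus 3 SD of all compounds in the same screening run, cut at about 4.5% in these data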;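 also: 0% = IMP-1 with DMSO and 100% = DMSO wells lacking enzyme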
#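 System – purified recombinant IMP-1 beta-lactamase · Input – IMP-1 dispensed at 0.2 nM · Timing – 15 min preincubation plus 25 min reaction at 25 °C · Signal – Epi-absorbance fluorescence, 480 nm excitation, 530 nm emission · Measure – percent IMP-1 inhibition derived from blank-referenced optical density · Controls – Enzyme-plus-DMSO low control, enzyme-free DMSO high control · Replication – singlicate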
# * hit, by the source's call; . = not tested or not shown.
SMILES,DNA FID counter,VIM-2 inhibitor,GPR7 antag,GalR3 antagonist,PHOSPHO1 block,OXTR ag,V1R ag counter,HCV NS3 hel inh,IMP-1 inh
O=C(NCCc1ccccc1)C1CCCN1C(=O)Nc1ccc(Cl)cc1 (stereo unspecified),-16,-0.3,0,-4,49,-0.6,0.1,-1,0.3
CC(=O)Oc1ccc(C(=O)Nc2ccc(S(=O)(=O)NCC3CCCO3)cc2)cc1 (stereo unspecified),-18,-2.0,5,-9,39,6.3,3.0,2,-1.0
CCCCCCCC(=O)OC(CN1CCCCCC1)CN1CCCC1=O (stereo unspecified),-1,1.2,3,-7,16,0.2,1.6,7,-0.7
O=C(c1cccs1)c1ccc(-c2cccs2)s1,2,-1.6,-5,-6,25,-1.2,0.4,-4,-2.3
CN(C)S(=O)(=O)c1ccc(Cl)c(NC(=O)CSc2nc3c(cc2C#N)C(=O)CC(C)(C)C3)c1,-3,2.6,-1,-1,-18,-1.2,2.0,3,-1.0
Cc1ccc(C(=O)NC(=C(Cl)Cl)S(=O)(=O)c2ccc(Cl)cc2)cc1,-21,-2.3,-6,-3,30,-2.0,-1.6,2,-1.9
CCOC(=O)C1CCN(Cc2nc(-c3ccc(OC)c(OC)c3)no2)CC1,-27,-3.5,-13,-3,19,0.2,-0.3,-6,-2.1
Cn1cc([N+](=O)[O-])c(C(=O)N/N=C/c2cc3c(cc2Br)OCO3)n1,13,-2.9,-7,-4,21,0.4,0.1,7,-4.0
O=c1oc2ccccc2cc1-c1csc(Nc2nc3c(F)cccc3s2)n1,4,-2.4,-1,0,-8,-0.1,0.3,4,-2.3
CCn1nc(C(=O)OCc2c(C)noc2C)c2ccccc2c1=O,-21,-1.1,-6,-3,-4,-1.1,-0.6,3,-1.1
Cc1ccccc1CNC(=O)CCCC(=O)n1nc(C)c2ccccc21,-31,-3.3,-1,-1,-88,-0.9,-0.4,-9,0.6
O=C(O)CSc1nc2sc3c(c2c(=O)n1Cc1ccccc1)CCCCC3,2,0.4,2,-10,11,-0.4,-0.2,-15,-2.6
Nc1nc(SCc2nc3sc4c(c3c(=O)[nH]2)CCCC4)n[nH]1,-3,1.0,2,-4,18,-1.1,0.2,-7,-1.2
Cc1ccc(NC(=O)c2ccc3c(c2)nnn3C)cc1,-7,-0.2,0,-3,7,0.6,0.1,4,-3.6
O=C(CCNC(=O)c1ccco1)Nc1ccc(Cl)c(C(F)(F)F)c1,-3,0.6,1,-10,3,7.2,7.0,-4,-2.1
COC(=O)c1cc(=O)nc2sc(-c3cccs3)nn12,1,-2.2,2,-7,9,0.4,0.0,-4,-1.2
Cc1ccc(CSc2ccc3nnc(-c4ccccn4)n3n2)cc1,-32,21*,-2,3,27,-0.5,1.2,0,-3.1
COC(=O)c1ccc(/C=C2\SC(=S)N(CCCC(=O)NCCCN3CCOCC3)C2=O)cc1,6,0.8,-2,-6,32,1.7,1.7,-52,-0.9
Cc1cc(C)n(-c2cc(N3CCN(C(=O)c4ccc(C(C)(C)C)cc4)CC3)ccc2[N+](=O)[O-])n1,-30,-4.7,-6,-5,14,-0.7,2.6,1,-2.6
CCn1c(COc2ccccc2C)nnc1SCc1nc2ccccc2c(=O)[nH]1,9,-0.1,0,.,20,-0.6,0.0,-2,-2.0

# 4 of the compounds above, with two lines to a compound.
# Screens in order – DNA FID counter, VIM-2 inhibitor, GPR7 antag, GalR3 antagonist, PHOSPHO1 block, OXTR ag, V1R ag counter, HCV NS3 hel inh, IMP-1 inh
CN(C)S(=O)(=O)c1ccc(Cl)c(NC(=O)CSc2nc3c(cc2C#N)C(=O)CC(C)(C)C3)c1
  -3, 2.6, -1, -1, -18, -1.2, 2.0, 3, -1.0
Cc1ccc(C(=O)NC(=C(Cl)Cl)S(=O)(=O)c2ccc(Cl)cc2)cc1
  -21, -2.3, -6, -3, 30, -2.0, -1.6, 2, -1.9
Cc1ccc(NC(=O)c2ccc3c(c2)nnn3C)cc1
  -7, -0.2, 0, -3, 7, 0.6, 0.1, 4, -3.6
O=c1oc2ccccc2cc1-c1csc(Nc2nc3c(F)cccc3s2)n1
  4, -2.4, -1, 0, -8, -0.1, 0.3, 4, -2.3

# More structures follow:
SMILES,DNA FID counter,VIM-2 inhibitor,GPR7 antag,GalR3 antagonist,PHOSPHO1 block,OXTR ag,V1R ag counter,HCV NS3 hel inh,IMP-1 inh
Cc1ccc(/C=N/NC(=O)c2ccoc2C)o1,1,-1.5,-16,-2,-15,0.0,1.0,-4,-4.2
CC(=O)NC1C(=O)N(CCN2CCOCC2)c2ccc(F)cc21 (stereo unspecified),3,1.6,-4,-14,33,.,.,13,1.0
COc1ccccc1C1CCN(c2ccc([N+](=O)[O-])cn2)CC1,-1,-1.5,-5,2,-4,-1.9,0.5,-28,-2.2
COc1ccc(-c2ccc(SCC(=O)N3CCOCC3)nn2)cc1,-9,-2.3,8,-8,-15,0.8,3.0,8,-0.9
O=C(Nc1ccccc1)c1ccccc1NC(=O)C(F)(F)F,4,-3.1,-6,-6,-4,12,7.5,-2,-2.3
Fc1ccc(NCc2nnc3n2CCCCC3)cc1,-6,-1.7,-5,6,40,0.1,0.4,13,-3.4
COc1ccc(C2C(C(=O)N3CCOCC3)CCC(=O)N2c2cc(OC)c(OC)c(OC)c2)cc1 (stereo unspecified),-20,-3.5,-11,-5,2,0.0,0.3,19,-4.6
CC(C)C(NS(=O)(=O)c1cccs1)C(=O)NCCN1CCN(c2ccccc2)CC1 (stereo unspecified),8,-0.7,-4,.,34,-0.2,0.1,-5,3.3
COc1ccc2cc(CN(CCc3ccccc3)Cc3nnnn3Cc3ccco3)c(=O)[nH]c2c1,-6,-0.6,-11,-3,0,-0.2,0.2,12,-1.7
CCCCOC(=O)c1ccc(OC(=O)N2CCOCC2)cc1,-37,-4.5,0,6,26,1.9,1.8,0,-3.3
Cc1ccc(C)c(/C=N/n2cc(-c3ccccc3)[nH]c2=S)c1,-9,-1.5,-13,-4,-29,-2.4,-1.7,5,-2.3
CC1Cc2ccccc2N1C(=O)CSc1nc2ccccc2n1CC(=O)N1CCOCC1 (stereo unspecified),-27,-0.2,-9,-1,11,-0.1,-0.2,2,0.3
Cc1ccc(CS(=O)(=O)CC(C)(O)c2ccccc2)cc1 (stereo unspecified),-6,-1.1,3,-7,11,-2.2,-1.1,-2,-2.2
CCOc1ccc(CN2CCN(Cc3cccn3-c3cccnc3)CC2CCO)cc1 (stereo unspecified),-4,0.9,-3,-6,43,0.3,-0.1,2,-1.3
CC(Oc1ccccc1)C(=O)OCC(=O)N1CC(=O)Nc2ccccc21 (stereo unspecified),-1,-2.1,-9,0,-9,-0.3,0.7,-9,-1.7
O=C1C(Cl)=C(N2CCCCC2)C(=O)N1c1ccccc1,5,-0.1,-14,-7,34,-1.4,-0.7,20,-2.0
COc1cccc(-c2nn(C)c3sc(C(=O)NCc4ccccn4)cc23)c1,-9,-1.1,4,-5,-23,-2.1,-1.1,2,-1.5
Cc1ccsc1/C=C1/SC(=O)N(CC(=O)N2CCOCC2)C1=O,-5,-6.2,8,3,30,0.5,1.9,3,-0.1
Cc1ccc(NC(=O)/C(=C\c2ccc3c(c2)OCO3)NC(=O)c2ccco2)cc1,-4,0.2,-12,-5,-11,-0.7,-1.1,-14,-0.9
COc1cc(C2Nc3ccccc3NC3=C2C(=O)CC(C)(C)C3)cc(OC)c1OC (stereo unspecified),-10,-2.3,-6,-10,52,-0.2,0.6,-3,-3.4
Cc1cc(C)cc(NC(=S)/N=C(\N)Nc2nc(C)c3ccccc3n2)c1,-7,-2.3,-9,-4,-1,-1.8,0.0,-7,-2.5
CC(=O)N(C)c1ccc(NC(=S)NCC(C)C)cc1,0,-2.9,-10,-8,48,1.1,0.9,2,-4.2
CCOC(=O)N1CCC2(CC1)CC(=O)c1cc(O)ccc1O2,-12,2.5,18*,-4,-5,1.8,1.4,6,-0.5
COC(=O)c1ccccc1NC(=O)c1ccc(Cn2cc(Cl)cn2)o1,-2,-2.1,-5,-4,-133,-1.4,-1.1,5,-0.4
CN1C(=O)Nc2cccc3cccc1c23,-9,2.4,-13,0,25,-0.9,-0.8,42*,-1.6
COc1ccc(NC(=O)Nc2cnccn2)cc1OC,-5,-2.9,-4,1,29,-0.6,0.5,11,-2.4
COc1ccc(C(C(=O)NC(C)(C)C)N(CC2CCCO2)C(=O)CCC(=O)Nc2cc(C)on2)cc1 (stereo unspecified),-36,-0.2,-10,-3,1,-1.7,7.9,-9,1.6
COc1ccccc1NS(=O)(=O)c1cc(NC(=S)NCCN2CCOCC2)ccc1N1CCOCC1,2,0.8,-4,-5,-4,-0.3,-0.1,-16,-1.4
CSc1nncn1/N=C/c1ccccc1F,-3,-4.3,-6,-5,15,-0.5,-1.1,1,-6.1
Cn1c(=O)oc2cc(S(=O)(=O)N3CCCC(C(=O)Nc4nccs4)C3)ccc21 (stereo unspecified),-8,-4.5,-11,3,5,0.5,2.5,0,-4.8
Cc1nn(Cc2ccc([N+](=O)[O-])cc2)c(=O)n1-c1ccccc1Cl,-2,-3.3,-1,-4,42,-0.3,1.4,-4,-0.3
COc1cc(OC)c(C(=O)NCc2cccnc2)cc1OC,-2,-0.9,-1,-4,9,-0.2,-0.4,13,-3.3
CC1CCN(C(=O)c2ccc(S(=O)(=O)Cc3cc(F)ccc3F)c([N+](=O)[O-])c2)CC1,-3,0.8,18,2,3,4.5,2.8,8,-2.2
O=C(OCC(=O)N1CCN(C(=O)c2ccco2)CC1)c1ccccc1O,-3,0.9,0,-2,12,0.2,0.5,1,-1.6
Nn1c(Cc2cccc3ccccc23)nnc1SCCOc1ccc(Br)cc1,-13,-2.2,-6,-13,2,1.3,3.4,-6,-3.6
O=C(Nc1ccc(F)cc1)c1cccnc1NCCc1ccccc1,2,-0.2,-12,-1,-8,-2.9,1.7,-22,-2.4
O=C(Nc1ccccc1-c1ccccc1)c1ccc(Br)o1,-12,-3.6,-7,-6,0,-2.1,-1.6,-2,2.6
C[C@@H]1NC(=O)c2cc([N+](=O)[O-])cc(I)c2OCC[C@@H](C(N)=O)NC(=O)[C@H](CCCCN)NC1=O,9,-1.7,4,.,-9,-0.3,0.6,-2,-0.9
N#Cc1c(=O)c2nc(NCCCO)ncc2n2c(=O)c3ccccc3[nH]c12,-25,-1.9,-20,-2,-14,-1.7,1.5,0,-1.0
CC(=O)c1ccc(-n2ccc(=O)cc2)cc1,-4,1.5,-1,-9,33,0.3,-0.3,-1,-0.2
CCCN1C(=O)C(NC(=O)c2ccncc2)(C(F)(F)F)C2=C1CC(C)(C)CC2=O (stereo unspecified),-3,-1.9,-10,9,16,1.0,0.7,1,-4.3
Cc1ccc2nc(NC(=O)c3cccc(-c4cc5ccccc5oc4=O)c3)sc2c1,-2,-1.1,9,-6,6,0.3,1.0,-3,-2.4
O=C(Nc1ccccc1Cl)c1ccc([N+](=O)[O-])o1,4,-3.3,-12,-5,39,-0.1,-0.7,10,-2.9
Clc1cccc(Oc2ncccn2)c1,3,-5.3,-7,-2,11,-0.3,0.4,5,-1.0
Cc1ccc(N2CC(C(=O)OCc3ccc([N+](=O)[O-])cc3)CC2=O)cc1 (stereo unspecified),-7,-3.2,9,-3,2,-1.5,1.8,3,-4.0
